Vc quorum ag: inducers of Vibrio cholerae quorum light production without autoinducers, primary screen, BH1578 luxS cqsA deficient, single point; 350,000 tested, 0.16% active; activation, % at 18.7 µM; AID 588436, 2011; V. cholerae BH1578 lux reporter, luminescence, 6 h; in the data active means activation mostly above about 9.7%, no sharp cut-off; further: not every result past the cut was called active; inactives centre near 0; reference of the scale not given here
BoNT-A LC inh2: BoNT/A light chain protease inhibitors, primary screen, biochemical, flow cytometry, MLPCN library. Botulinum neurotoxin type A light chain protease (Clostridium botulinum A str. ATCC 3502). 360,000 tested, 0.17% active. AID 588499, 2011. multiplex microsphere protease substrate cleavage. inhibition, % at 10 µM; further: plate controls were buffer without enzyme for full effect and enzyme alone for no effect
SARS 3CLpro inh: SARS-CoV 3CLpro protease inhibitors, primary screen, biochemical, quenched FRET | Replicase polyprotein 1ab (Severe acute respiratory syndrome coronavirus), P0C6X7 | recombinant SARS-CoV 3CLpro, quenched FRET peptide cleavage | inhibition, % at 6 µM | 290,000 tested, 0.14% active | AID 1706, 2009; in the data active means inhibition above about 12%
Y pestis TopoI: Yersinia pestis topoisomerase I inhibitors, primary screen, biochemical, cleavage product accumulation, plate reader, single point | DNA topoisomerase I (Yersinia pestis CO92) | Y. pestis Topo-I cleavage product accumulation | activity, % at 10 µM | 360,000 tested, 0.064% active | AID 504884, 2011; in the data active means activity above about 50%, passing the limit was not always enough; further: inactives centre near 2
Anthrax LF inh2: Bacillus anthracis LF protease inhibitors, primary screen, biochemical, multiplex microsphere, MLPCN library; Lethal factor (Bacillus anthracis), P15917; inhibition, % at 10 µM; multiplex microsphere protease cleavage assay; 360,000 tested, 0.12% active; AID 588501, 2011; further: plate controls were buffer without enzyme for full effect and enzyme alone for no effect
TcdB GH inh: TcdB glycohydrolase inhibitors, primary screen, biochemical, single point, plate reader. 350,000 tested, 0.24% active. inhibition, % at 9.99 µM. Toxin B (Clostridioides difficile), P18177. TcdB glycohydrolase enzymatic assay; in the data active means inhibition above about 10%
Target sequence (P18177 whole entry, looked up): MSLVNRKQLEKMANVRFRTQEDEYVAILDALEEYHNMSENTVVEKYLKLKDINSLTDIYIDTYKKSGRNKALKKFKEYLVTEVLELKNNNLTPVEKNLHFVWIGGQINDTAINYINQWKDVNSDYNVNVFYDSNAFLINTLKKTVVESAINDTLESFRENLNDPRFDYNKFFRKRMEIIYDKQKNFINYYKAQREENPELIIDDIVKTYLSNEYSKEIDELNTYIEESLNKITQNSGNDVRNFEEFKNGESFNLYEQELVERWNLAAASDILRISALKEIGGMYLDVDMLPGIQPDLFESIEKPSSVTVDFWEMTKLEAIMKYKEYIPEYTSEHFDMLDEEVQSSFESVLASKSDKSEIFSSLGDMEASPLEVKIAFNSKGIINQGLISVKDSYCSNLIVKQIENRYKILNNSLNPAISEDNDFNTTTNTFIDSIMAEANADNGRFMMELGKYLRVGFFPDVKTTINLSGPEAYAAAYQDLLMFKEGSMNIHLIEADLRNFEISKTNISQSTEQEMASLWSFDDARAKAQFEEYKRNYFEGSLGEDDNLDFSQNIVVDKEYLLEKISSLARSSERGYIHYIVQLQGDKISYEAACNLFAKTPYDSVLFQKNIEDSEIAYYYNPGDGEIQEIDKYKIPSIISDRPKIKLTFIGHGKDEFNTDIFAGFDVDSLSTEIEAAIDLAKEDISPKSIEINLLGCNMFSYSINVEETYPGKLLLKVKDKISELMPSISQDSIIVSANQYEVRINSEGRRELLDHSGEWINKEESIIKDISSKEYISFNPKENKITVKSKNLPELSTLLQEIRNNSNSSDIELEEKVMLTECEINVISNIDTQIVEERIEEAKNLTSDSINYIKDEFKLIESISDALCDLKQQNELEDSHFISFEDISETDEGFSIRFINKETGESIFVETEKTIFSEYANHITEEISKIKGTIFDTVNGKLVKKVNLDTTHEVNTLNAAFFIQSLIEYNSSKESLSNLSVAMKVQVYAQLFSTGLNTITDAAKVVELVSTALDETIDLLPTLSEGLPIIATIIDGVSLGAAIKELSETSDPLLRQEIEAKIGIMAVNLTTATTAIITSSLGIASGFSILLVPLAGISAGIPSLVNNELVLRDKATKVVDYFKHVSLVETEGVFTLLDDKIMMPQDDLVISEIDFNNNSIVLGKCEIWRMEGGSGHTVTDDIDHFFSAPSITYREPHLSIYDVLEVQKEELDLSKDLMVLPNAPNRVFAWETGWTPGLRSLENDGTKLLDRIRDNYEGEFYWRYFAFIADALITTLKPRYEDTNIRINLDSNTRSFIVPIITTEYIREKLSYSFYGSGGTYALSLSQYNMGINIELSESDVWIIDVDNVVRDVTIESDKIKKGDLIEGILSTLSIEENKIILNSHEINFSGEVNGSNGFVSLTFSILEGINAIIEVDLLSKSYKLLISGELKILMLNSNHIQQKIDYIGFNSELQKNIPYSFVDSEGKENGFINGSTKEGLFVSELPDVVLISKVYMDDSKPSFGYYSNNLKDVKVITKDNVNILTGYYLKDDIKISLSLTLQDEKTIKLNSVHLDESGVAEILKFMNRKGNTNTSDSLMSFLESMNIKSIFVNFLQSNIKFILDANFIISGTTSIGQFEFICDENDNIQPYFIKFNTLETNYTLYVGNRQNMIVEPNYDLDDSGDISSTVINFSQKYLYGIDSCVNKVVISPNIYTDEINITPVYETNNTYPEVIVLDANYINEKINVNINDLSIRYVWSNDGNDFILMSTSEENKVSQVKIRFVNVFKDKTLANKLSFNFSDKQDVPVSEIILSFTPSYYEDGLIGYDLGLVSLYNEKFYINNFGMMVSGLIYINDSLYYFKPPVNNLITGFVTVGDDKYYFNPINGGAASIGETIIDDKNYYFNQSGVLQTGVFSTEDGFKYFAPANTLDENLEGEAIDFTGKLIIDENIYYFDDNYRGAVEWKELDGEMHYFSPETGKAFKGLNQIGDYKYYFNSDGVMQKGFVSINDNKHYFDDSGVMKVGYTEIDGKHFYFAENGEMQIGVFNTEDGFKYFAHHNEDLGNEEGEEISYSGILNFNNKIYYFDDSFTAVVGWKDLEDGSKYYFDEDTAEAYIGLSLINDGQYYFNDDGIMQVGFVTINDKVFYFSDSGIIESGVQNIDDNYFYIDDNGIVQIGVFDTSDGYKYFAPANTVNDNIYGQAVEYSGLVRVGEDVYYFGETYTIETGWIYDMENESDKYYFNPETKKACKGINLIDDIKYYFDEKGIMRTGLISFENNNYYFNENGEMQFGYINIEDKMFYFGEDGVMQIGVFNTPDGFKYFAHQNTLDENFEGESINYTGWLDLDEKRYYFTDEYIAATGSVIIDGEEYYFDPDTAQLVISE
PrPC surface inh: inhibitors of human cell surface prion protein PrPC, primary screen, cell-based, TR-FRET; 370,000 tested, 0.43% active; inhibition, % at 13.8 µM; TR-FRET read-out; AID 720596, 2013; Major prion protein (Homo sapiens), P04156; in the data active means inhibition above about 24%; further: 0% = median of the test wells and 100% = reference compound wells
PfHsp40 yeast: rescue of yeast from PfHsp40 toxicity, primary screen, S. cerevisiae, ATP luminescence | S. cerevisiae expressing PfHsp40, growth rescue | growth rescue, % at 12.5 µM | 340,000 tested, 0.68% active | AID 504582, 2011; in the data active means growth rescue above about 28%, passing the limit was not always enough;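 further: yeast W303a lacking pdr1 and pdr3 grown in galactose medium; growth measured after three days at 30 °C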
PriA SSB inh: inhibitors of Klebsiella pneumoniae PriA binding to SSB C-terminal tail, primary screen, biochemical, AlphaScreen | AlphaScreen SSBct-PriA binding, biotinylated peptide | inhibition, % at 33 µM | 430,000 tested, 0.6% active | AID 1272365, 2023; in the data active means inhibition mostly above about 37%, no sharp cut-off; inactive means mostly below about 20%;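 further: plate controls were negative control peptide for no effect and reference peptide for full effect; strong numbers were not always called active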
* hit, by the source's call; i = inactive; . = no result given; & = joins results of further samples. Unless noted, no stated cut-off is given here; in the data, active means inhibition above about 30%; inconclusive means no clear call, values can overlap the other calls; inactive means below that. Only part of the results is shown (hit frequency here may not be typical).

SMILES	Vc quorum ag	BoNT-A LC inh2	SARS 3CLpro inh	Y pestis TopoI	Anthrax LF inh2	TcdB GH inh	PrPC surface inh	PfHsp40 yeast	PriA SSB inh
NC(=O)c1cccc(-c2ccnc3c2CC(C(=O)Nc2ccccc2)O3)c1 (stereo unspecified)	1.1	0.3	.	3	2	-0.1	7	.	.
CS(=O)(=O)N1CCCC(C(=O)NCc2cccs2)C1 (stereo unspecified)	i	0.0	-4	0	4	-0.1	-3	-1.0	-8
COc1ccc(C2(C)NC(=O)N(CC(=O)Nc3ccc(S(=O)(=O)N4CCCC4)cc3)C2=O)cc1 (stereo unspecified)	-0.4	-0.7	0	6	-2	0.6	-2	-0.2	-3
CC(=O)Nc1cccc(-c2cc(NC(C)=O)c3ncc(-c4cccc(C(C)=O)c4)n3c2)c1	i	-0.2	.	-1	-6	-4.2	-2	.	.
O=C(Nc1ccc(Cl)cc1C(F)(F)F)C(Sc1nnc(-c2cccs2)o1)c1ccccc1 (stereo unspecified)	-0.3	-0.7	5	-16	0	.	-9	0.1	2
CN(Cc1ccccc1)C(=O)COC(=O)c1cc(=O)[nH]c2ccccc12	i	-0.4	.	3	-3	-0.1	0	-1.1	-6
Cc1noc(C)c1COC(=O)COc1ccc(C#N)cc1	-1.1	-0.7	0	4	4	0.4	1	0.0	-10
CCC(CC)NCc1c[nH]c2ccccc12	-0.4	0.6	-1	-1	0	0.1	-2	-0.2	4
CCOc1ccccc1C(=O)OCC(=O)NCc1ccc2c(c1)OCO2	-0.8	-0.2	.	11	0	1.0	2	1.9	-7
Cc1ccc2c(N)c(C(=O)c3ccccc3)sc2n1	-0.8	-9.5	0	2	-20	-0.9	-27	8.7	-10
Cc1cccc(NC(=O)CSc2cccc3cccnc23)c1C	-0.4	-0.9	-2	6	-13	1.0	1	3.1	7
Cn1nnnc1SCC(=O)N1CCN(c2cccc(Cl)c2)CC1	i	0.6	-2	-9	0	.	8	-0.4	-20
COc1ccc(N(C(=O)c2snc(C(N)=O)c2N)C(C(=O)NC2CCCC2)c2ccco2)c(OC)c1 (stereo unspecified)	-0.2	2.2	-2	18	-3	0.8	-10	0.1	14
COc1ccc(S(=O)(=O)NCc2ccco2)cc1-c1nnc2c3ccccc3c(C)nn12	i	7.4	-2	1	-5	.	-1	-0.7	2
O=C(Nc1cccc(C(=O)O)c1)/C(=C\c1ccco1)NC(=O)c1ccc(Br)o1	-1.2	2.3	2	6	0	-0.4	5	1.8	-21
Cc1ccc(-c2cc(C(=O)N3CCN(c4ncccn4)CC3)c3cc(Br)ccc3n2)o1	i	7.9	-4	3	4	1.5	0	1.5	-2
Cc1cccc(C(C)C)c1NC(=O)CSc1cccc[n+]1[O-]	-3.4	-0.5	.	7	-7	0.5	-6	-1.5	-4
Cc1ccc(NC(=O)/C=N/OCC(=O)NCc2ccccc2Cl)cc1	-0.4	-0.4	2	5	4	-0.6	3	1.2	i
CCOc1ccccc1OCCCC(=O)NCCc1ccc(S(N)(=O)=O)cc1	-0.4	-1.6	-5	-4	-2	1.5	2	-1.4	0
CC1CCc2nn(CC(=O)Nc3c(F)cc(F)cc3Br)cc2C1 (stereo unspecified)	-0.2	-1.0	.	4	-9	0.0	-2	-0.9	-5
C=CCNc1nc2cc(-c3ccccc3OC)sc2c(=O)n1C	-0.3	0.2	.	15	-3	-0.1	-4	.	.
CC1=C(C(=O)OC(C)(C)C)C(c2ccco2)C(C#N)=C(N)O1 (stereo unspecified)	i	0.1	8	-2	0	0.0	3	0.4	1
CC(NC(=O)C1CCC1)c1ccc(Cl)cc1 (stereo unspecified)	-0.3	-1.2	-3	5	-1	.	8	-0.4	-24
CN(CC(=O)Nc1ccc(F)c(F)c1F)C(=O)C1CCN(C(=O)Nc2ccccc2)CC1	i	3.7	.	7	2	2.3	-5	-0.9	-4
CCN(CC)S(=O)(=O)c1cccc2c(N(C)C)cccc12	.	-1.1	-1	9	-3	.	-3	0.3	-74
Next section
SMILES	Vc quorum ag	BoNT-A LC inh2	SARS 3CLpro inh	Y pestis TopoI	Anthrax LF inh2	TcdB GH inh	PrPC surface inh	PfHsp40 yeast	PriA SSB inh
Cc1cccc(NC(=S)NC(C)C(c2cccs2)N2CCN(C)CC2)c1C (stereo unspecified)	-0.4	0.4	1	-1	-2	1.1	-7	0.3	-2&-5
O=C(Cn1cc(/C=C\[N+](=O)[O-])c2ccccc21)Nc1ccccc1	i	.	-1	-12	.	-0.5	2	1.6	9
CCOC(=O)c1c(NC(=O)CN2CCOCC2)sc2c1CCCC2=O	i	1.9	-3	1	-2	.	4	0.1	-1
Cc1nc(C(F)(F)F)ccc1C(=O)N1CCCCC1	i	4.3	8	4	-12	-7.9	6	-1.6	0
COc1ccc(-c2nnn(CCc3nn[nH]n3)n2)cc1OC	i	0.6	3	1	-1	.	-2	-0.9	-3
Cc1ccc(S(=O)(=O)N2C[C@H]3C(=O)C[C@@H](c4ccccc4)N(S(C)(=O)=O)[C@H]3C[C@H]2c2ccccc2)cc1	.	-0.1	.	.	-4	0.8	-4	.	.
Cc1cccc(OP(=O)(Oc2ccccc2)OC(c2ccccc2)C(F)(F)F)c1 (stereo unspecified)	-0.2	-0.4	2	14	0	0.5	7	2.0	-25
CN1C(=C2C(=O)OC(C)(C)OC2=O)Sc2ccccc21	-0.5	-0.3	-3	3	3	0.6	-1	0.6	-6
Cc1nc2c(OCc3ccc(F)cc3)cccn2c1N(C)C(=O)CCC1CCCC1	0.3	-0.1	.	33	-1	-0.4	15	.	.
C=CCOc1ccc(/C(O)=C2/C(=O)C(=O)N(CCCN3CCOCC3)C2c2ccccc2)cc1 (stereo unspecified)	0.7	0.3	-6	-1	0	.	2	-0.4	.
CC1(C)C(C(=O)N2CCN(c3ccc(Cl)cc3)CC2)C1(C)C	i	-3.2	7	3	6	-0.4	6	1.3	-16
O=C(CNC(=O)c1ccc(Cl)cc1)c1ccccc1	-0.4	.	.	0	.	0.1	0	0.4	-7
CCC/C(=N\NC(=O)CNC(=O)c1ccc(Cl)cc1)c1ccccc1	-0.3	1.6	2	19	-6	0.2	-3	-0.1	.
O=C(N/N=C/c1ccncc1)c1cccc(N/N=C/c2ccncc2)c1	-0.2	-0.7	-4	-7	-6	-2.8	6	0.4	.
O=C(O)c1ccc(N2C(=O)CC(N3CCN(c4cccc(C(F)(F)F)c4)CC3)C2=O)cc1 (stereo unspecified)	-0.2	-4.3	-1	-6	-13	-2.8	-3	-2.4	-5
Nc1ccccc1Sc1nc2ccccc2[nH]1	-0.4	0.6	3	-9	-1	-5.9	11	-0.8	11
COC(=O)c1ccccc1NC(=O)Nc1cc(C(C)(C)C)on1	-0.2	2.8	2	3	-2	-4.6	1	0.2	-2
CC(NC(=S)Nc1ccc(S(N)(=O)=O)cc1)c1ccc2c(c1)OCO2 (stereo unspecified)	-4.8	0.3	-2	-5	-2	.	1	0.0	-9
O=C(Nc1cccc(CNCCc2c[nH]c3ccccc23)c1)c1ccccc1Cl	-1.2	-1.2	-4	-19	5	0.6	-10	-1.3	-11
CCN(CC)C(=O)[C@H]1C[C@H](CC(=O)NCc2cccc(C(F)(F)F)c2)C(=O)N2CCc3c([nH]c4ccc(Cl)cc34)[C@]12C	0.6	-0.8	.	26	-6	1.0	23	2.5	19
CCOC(=O)C(C)n1cnc2c(nnn2-c2cccc(Cl)c2)c1=O (stereo unspecified)	-1.6	-1.4	2	-6	-10	2.3	0	-1.1	-7
O=C(O)c1ccccc1N/C=C\[N+](=O)[O-]	i	1.7	-3	-3	2	0.7	-5	1.9	-5
CCN(CC(=O)Nc1c(F)cccc1F)C(=O)CNC(=O)c1ccco1	2.5	2.1	.	4	-5	1.8	4	-0.2	-4
CC(C)=CC(=O)Nc1ccc(S(=O)(=O)Nc2ccccn2)cc1	i	-0.4	-4	5	4	0.4	4	0.6	4
COc1ccc(NC(=O)N(C)C[C@H]2Oc3c(NC(=O)c4nc5ccccc5s4)cccc3C(=O)N([C@@H](C)CO)C[C@H]2C)cc1	-2.2	-0.7	.	1	3	0.5&-2.9	1	-2.4	18

Arranged by length of the SMILES (highest first): 4 of the compounds above
SMILES	Vc quorum ag	BoNT-A LC inh2	SARS 3CLpro inh	Y pestis TopoI	Anthrax LF inh2	TcdB GH inh	PrPC surface inh	PfHsp40 yeast	PriA SSB inh
CCOC(=O)c1c(NC(=O)CN2CCOCC2)sc2c1CCCC2=O	i	1.9	-3	1	-2	.	4	0.1	-1
COC(=O)c1ccccc1NC(=O)Nc1cc(C(C)(C)C)on1	-0.2	2.8	2	3	-2	-4.6	1	0.2	-2
CN1C(=C2C(=O)OC(C)(C)OC2=O)Sc2ccccc21	-0.5	-0.3	-3	3	3	0.6	-1	0.6	-6
O=C(O)c1ccccc1N/C=C\[N+](=O)[O-]	i	1.7	-3	-3	2	0.7	-5	1.9	-5

The list goes on:
SMILES	Vc quorum ag	BoNT-A LC inh2	SARS 3CLpro inh	Y pestis TopoI	Anthrax LF inh2	TcdB GH inh	PrPC surface inh	PfHsp40 yeast	PriA SSB inh
CN1C(=O)C(c2ccccc2[N+](=O)[O-])C(=O)c2ccccc21 (stereo unspecified)	-0.2	-0.3	-3	-6	-3	-0.7	3	-0.8	-16
CCCCc1ccc(NC(=O)Nc2c(C)n(C)n(-c3ccccc3)c2=O)cc1	-1.6	2.0	-3	-2	7	0.6	-3	-1.2	-6
CCOC(=O)Cc1csc(NC(=S)NC(=O)c2ccc(Cl)cc2)n1	i	-0.3	5	25	-1	.	6	0.6	-1
O=C(Nc1ccccc1N1CCOCC1)c1ccc(OCc2cscn2)cc1	-0.2	-3.0	5	23	-3	2.0	-7	1.6	11
CSCC[C@H](NC(=O)OC(C)(C)C)c1nnc(SCC(=O)Nc2ccc(C)cc2C)o1	0.4	-0.4	1	2	-1	.	7	0.6	-5
c1ccc(SCCOCCn2cncn2)cc1	-0.8	-0.4	2	-4	1	.	-2	0.2	-6
CCC(Sc1nncn1C)C(=O)Nc1ccccc1OC (stereo unspecified)	0.3	-2.0	0	-4	-11	.	-3	-1.1	-10
COc1ccc(C(=O)Nc2ccc3[nH]ccc3c2)cc1	-0.3	-0.3	.	-6	-4	0.3	1	-2.0	-9
COc1ccc(NC(=O)Nc2ccc3c(c2)C(=O)N([C@H](C)CO)C[C@H](C)[C@@H](CN(C)C(=O)Nc2ccccc2)O3)cc1	i	-0.6	.	7	-4	0.4&0.1	0	0.3	-11
O=C(NC1CCCCC1)c1ccc(Br)o1	i	1.1	0	1	-2	.	-1	-0.5	-4
Cc1cccc(C)c1NC(=O)C1(N(Cc2ccco2)C(=O)c2ccccn2)CCCC1	-0.2	-1.1	-5	2	0	.	8	-0.2	-1
O=c1c2[nH]c3ccc(F)cc3c2ncn1Cc1ccncc1	-4.2	-0.9	-3	-4	2	0.2	5	-1.2	-6
O=c1nc(N2CCOCC2)ccn1-c1nc(-c2ccccc2)sc1-c1ccccc1	-0.3	0.3	9	26	-2	-0.4	-20	2.7	-14&-6
COc1ccccc1CNC(=O)C/C(C)=N/NC(=O)Cc1ccc(Cl)cc1	i	-2.1	0	4	16	0.8	5	0.7	.
CC(=O)N1CCN2C(=O)C1CCCC(=O)c1cc(C(C)C)ccc12 (stereo unspecified)	-0.1	0.5	-2	1	1	.	0	-1.0	-16
CCC(CC)NC(=O)c1ccc(Cl)cc1	-0.3	-1.7	0	4	-2	.	4	0.8	-9
CC(C)CCOc1cccc(OCC(=O)O)c1	-0.9	-0.4	0	2	-3	-1.0	-6	-1.1	-10
